Screens (PubChem BioAssay)
AmpC detergent – blocks E. coli AmpC beta-lactamase in detergent assay; P00811; AmpC hydrolysis of nitrocefin, absorbance 480 nm, 0.01% Triton; Potency, µM (highest dose often 114 µM), for inactives: at the top dose activity change, negative = inhibition, most hits filed as inhibitors; 370,000 compounds, 0.041% hits;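 further: potency means the concentration at half of the fitted maximal effect; 0% = no-compound wells and -100% = no-enzyme wells; nearly all actives have a fitted effect of over 25% in size; some results filed as inactive show a strong effect at the top dose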
Target sequence (P00811 whole entry, looked up): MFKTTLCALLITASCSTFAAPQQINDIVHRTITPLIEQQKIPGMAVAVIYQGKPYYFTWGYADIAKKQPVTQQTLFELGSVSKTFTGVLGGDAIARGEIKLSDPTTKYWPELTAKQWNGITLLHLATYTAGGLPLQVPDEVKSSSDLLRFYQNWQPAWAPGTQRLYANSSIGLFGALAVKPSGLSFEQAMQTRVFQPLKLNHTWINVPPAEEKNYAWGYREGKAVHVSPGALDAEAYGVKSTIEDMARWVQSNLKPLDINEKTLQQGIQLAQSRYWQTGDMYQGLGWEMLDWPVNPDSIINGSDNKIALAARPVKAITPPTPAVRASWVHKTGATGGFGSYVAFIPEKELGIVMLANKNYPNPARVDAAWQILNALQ
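AmpC (5.3 nM in the dispensed reagent) in 20 mM phosphate pH 7.0 with 0.01% (detergent screen) or 0.0001% Triton X-100 was preincubated with compounds for 15 min at room temperature. Nitrocefin was then added from an 800 uM solution, and hydrolysis was followed at 480 nm.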
Giardia FBPA inh – blocks Giardia fructose-bisphosphate aldolase activity; Potency, µM (doses to about 59.6 µM), for the others: top-dose activity, negative = inhibition, hits mostly inhibitors; 290,000 compounds, 0.71% hits; purified Giardia FBPA; further: potency means the concentration at half of the fitted maximal effect; nearly all actives have a fitted effect of over 55% in size
Target sequence (A8B2U2 whole entry, looked up): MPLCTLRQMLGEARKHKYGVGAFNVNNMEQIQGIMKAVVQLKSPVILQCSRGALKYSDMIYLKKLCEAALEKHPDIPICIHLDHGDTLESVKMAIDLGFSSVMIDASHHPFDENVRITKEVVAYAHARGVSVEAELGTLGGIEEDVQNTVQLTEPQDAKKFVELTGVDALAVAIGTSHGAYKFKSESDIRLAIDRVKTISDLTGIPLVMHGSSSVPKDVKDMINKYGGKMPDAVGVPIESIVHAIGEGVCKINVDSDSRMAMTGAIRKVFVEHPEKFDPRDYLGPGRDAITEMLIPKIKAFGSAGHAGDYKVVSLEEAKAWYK
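40 nM FBPA preincubated 10 min at RT with compound (up to 57.5 uM final), then substrate plus GAPDH/TPI/NAD/arsenate coupling and diaphorase/resazurin added. Fluorescence read after 20 min at RT, 525/598 nm.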
Sm TGR inh – S. mansoni TGR enzyme inhibition. Q962Y6. purified TGR, DTNB reduction, TNB absorbance 405 nm. Potency, µM (titrated, usually from 114 µM), for the others: top-dose activity change, negative = inhibition, hits mostly inhibitors. 360,000 compounds, 3% hits. AID 485364; further: potency means the concentration at half of the fitted maximal effect; nearly all actives have a fitted effect of over 60% in size
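TGR 20 nM + NADPH 100 uM (dispensed conc.), cpd preinc 15 min RT; start with NADPH (500 uM addition) then DTNB (15 mM addition). Kinetic TNB absorbance, 405 nm filter. Four-parameter Hill fit across titration.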
HCMV antiviral – inhibitors of human cytomegalovirus | 410,000 compounds, 4.5% hits | activity change, negative = inhibition, % at 57.5 µM | HFF cells, HCMV-luciferase reporter, 72 h; hits give low values; in the data active means activity change below about -60%; inconclusive means no clear call, values can overlap the other calls; inactive means above about -39%
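Compounds were evaluated in HFFs infected with an HCMV luciferase reporter virus (MOI 1 PFU/cell). Luciferase in lysates collected 72 h post infection served as the replication measure.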
HCV inhibitor – HCV inhibition; Huh7.5.1 HCVcc-Cre infection, luciferase reporter, 44 h; 340,000 compounds, 3.4% hits; Potency, µM (titrated, usually from 41.8 µM), inactives show top-dose activity change, negative = inhibition, most hits filed as inhibitors; further: potency means the concentration at half of the fitted maximal effect
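Infectious HCV cell culture screen: compound-treated cells (1,000/well, pre-plated 4 h) are infected with HCVcc-Cre at roughly 0.5 moi and grown 44 h. Infection is quantified by luciferase signal after 15 min substrate incubation at room temperature.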
AmpC inh no detg – AmpC beta-lactamase inhibition without detergent; P00811; AmpC nitrocefin hydrolysis, absorbance 480 nm, 0.0001% Triton; Potency, µM (top dose mostly 57.1 µM), without a hit: at the top dose activity change, negative = inhibition, actives largely listed as inhibitors; 330,000 compounds, 0.52% hits; AID 485341;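 further: potency means the concentration at half of the fitted maximal effect; plate controls were no compound for no effect and no enzyme for full effect; nearly all actives have a fitted effect of over 20% in size; some results filed as inactive show a strong effect at the top dose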
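20 mM phosphate pH 7.0 + 0.01% (detergent screen) or 0.0001% Triton X-100; 5.3 nM AmpC reagent; cpd preinc 15 min RT; nitrocefin (800 uM stock) to start; A480 q20 s × 4 min; Activity was normalised to no-enzyme and no-compound control wells.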
Starred values were filed as active, the others as inactive; ? = inconclusive; / = no result given; [ ] = dose if it differs, or a comment. Unless noted, the call rests on the fitted dose curve; in most records, active means well fitted curve in the direction sought with a large enough effect; inconclusive means small, poorly fitted or top-dose-only effect, or another doubt; inactive means no such curve, though single readings can be large; an effect the other way counts as inactive or inconclusive. Unless noted, on the % scale 0 is the no-effect control and ±100 the full control effect.

#	SMILES	HCMV antiviral	AmpC inh no detg	Sm TGR inh	AmpC detergent	HCV inhibitor	Giardia FBPA inh
1	COc1cccc(C(=O)NCc2cccnc2)c1	-30	-19%	0%	?	12%	-1%
2	Cc1c(C(=O)O)sc2ncn(C)c(=O)c12	6	-4%	6%	?	11%	10%
3	Clc1ccc(-c2nnc(NCc3ccccc3)c3ccccc23)cc1	-7	-37%	-8%	-2%	?	3%
4	COC(=O)C(C)(N)Cc1ccc(O)cc1 (configuration not stated)	-18	-11%	-2%	?	?	1%
5	COc1ccc(NC(=O)CSc2nnc(Cn3cnc4ccccc43)n2C)cc1	22	-3%	0%	-4%	18%	5%
6	CCc1c(C)sc2c1CCN(C(=O)Nc1cc(C)ccc1C)C2c1ccc(OC)cc1 (configuration not stated)	-14	/	7%	18%	/	/
7	O=C(CNC(=S)N(Cc1ccc(F)cc1)C1CCCCC1)NCCN1CCOCC1	88	147%[activator]	-8%	?	4%	-1%
8	CC1=C(C(=O)Nc2ccc(C)cc2C)C(c2ccc(O)cc2)n2nnnc2N1 (configuration not stated)	-34	/	-2%	2%	/	/
9	C=CCNc1nc(-c2ccccc2)nc(-n2ccnc2)n1	11	-23%	-25%	1%	2.5µM*	0%
10	CCC(=O)N/C(=N\OCc1ccc(F)cc1)c1nonc1NC(=O)CC	81	-13%	0%	-2%	5%	3%
11	C/C(=N\NC(=O)c1ccc2c(c1)OCO2)c1ccc(C(=O)O)s1	-25	-23%	5%	0%	6%	-4%
12	CC1CN(C(=O)/C=C/c2ccccc2Cl)CC(C)O1 (configuration not stated)	25	-1%	-2%	3%	4%	-7%

The last 3 compounds of the part before are carried over, then new ones follow:
#	SMILES	HCMV antiviral	AmpC inh no detg	Sm TGR inh	AmpC detergent	HCV inhibitor	Giardia FBPA inh
10	CCC(=O)N/C(=N\OCc1ccc(F)cc1)c1nonc1NC(=O)CC	81	-13%	0%	-2%	5%	3%
11	C/C(=N\NC(=O)c1ccc2c(c1)OCO2)c1ccc(C(=O)O)s1	-25	-23%	5%	0%	6%	-4%
12	CC1CN(C(=O)/C=C/c2ccccc2Cl)CC(C)O1 (configuration not stated)	25	-1%	-2%	3%	4%	-7%
13	COCCn1nnnc1C(c1cc2cc(C)ccc2[nH]c1=O)N1CCCCCC1 (configuration not stated)	/	39%	?	-12%	19%	-28%
14	O=C1OCCC/C1=C\c1ccc2c(c1)OCO2	2	-12%	-11%	5%	-18%	-4%
15	O=C(Nc1ccc(S(=O)(=O)Nc2cnc3ccccc3n2)cc1)c1ccccc1Br	0	-24%	-3%	1%	3%	-3%
16	CCN(CC)CCN1C(=O)C(O)=C(C(=O)c2cccs2)C1c1ccccn1 (configuration not stated)	83	-7%	?	-4%	/	?
17	CC(Sc1ccccc1)C(=O)N1CCN(S(=O)(=O)c2cccc(Br)c2)CC1 (configuration not stated)	9	73%[activator]	9%	3%	10%	-1%
18	CCOC(=O)[C@H]1[C@H]2COc3ccccc3[C@@H]2N2C(=O)CN(CC3CCCO3)C(=O)[C@@]12C (some centres not stated)	-1	-12%	/	/	5%	/
19	CC(C)(C)C(=O)Nc1cccc(-c2nc3ccccc3c(=O)o2)c1	11	-13%	-31%	2%	23%	/
20	CCc1ccc(NC(=O)CS(=O)CC(=O)NCCCc2ccccc2)cc1 (configuration not stated)	55	-15%	0%	0%	-5%	-1%
21	N#Cc1c(/N=C/c2cccnc2)sc2c1CCCC2	-14	-28%	-24%	-5%	-5%	-16%
22	CSc1ccc(/C=N/NC(=O)c2ccc(-n3cnnn3)cc2)cc1	-19	-15%	-8%	1%	-30%	/
23	O=C1C(=C2CCCCC2)SC(=S)N1Cc1ccco1	-2	?	20µM*	?	0%	-25%
24	Cc1cccc(NC(=O)Cn2c(C(F)(F)F)nc3ccccc32)c1C	-10	/	-14%	5%	/	/
25	Cn1c(=O)[nH]c(=O)c2c1nc1n2CC(COc2ccc3ccccc3c2)O1 (configuration not stated)	5	3%	2%	-3%	?	-4%
26	Cc1ccc(NC(=O)CSCC(=O)Nc2nnc(C)s2)cc1	-11	-12%	-1%	?	-1%	/
27	Cc1[nH]n(-c2cccc(Cl)c2)c(=O)c1/C=N/n1c(C)nc2ccccc2c1=O	16	-27%	10%	-1%	-19%	10%
28	O=C(Nc1ccc2c(c1)OCO2)c1cc(-c2ccccc2Cl)on1	9	-49%	-7%	-3%	-19%	-8%
29	COCCNC(=O)Cn1cc(C(=S)N2CCCCC2)c2ccccc21	-38	7%	23%	-4%	8%	0%
30	CCc1ccc(N(C(C)=O)C2C=CS(=O)(=O)C2)cc1 (configuration not stated)	18	0.16µM*	2%	3%	?	0%
31	O=C(OC1CCCCC1=O)c1ccc(F)c(S(=O)(=O)N2CCOCC2)c1 (configuration not stated)	-16	-4%	2%	1%	28%	/
32	CC(CNS(=O)(=O)c1ccccc1)Sc1nncn1C (configuration not stated)	2	-18%	0%	2%	7%	1%
33	C#CCOCCOCCOCCNc1nc(N2CCN(C(=O)[C@H]([C@@H](C)CC)n3cc([C@@H](N)CC(C)C)nn3)CC2)nc(N2CCN(C(=O)[C@H](CCCCN)n3cc([C@@H](N)CC(C)C)nn3)CC2)n1	/	175%[activator]	-6%	-5%	32%[activator][8.37 µM]	6%
34	C/C=C1\COC(C(=O)NCc2ccccc2)(C(F)(F)F)C=C1C=C(C)C (configuration not stated)	3	/	/	/	-15%	-4%
35	CC(C(=O)NC1CCCc2ccccc21)N1CCN(c2ccc(F)cc2)CC1 (configuration not stated)	17	127%[activator]	-10%	-11%	-4%	4%
36	NC(=O)c1c(NC(=O)c2ccccc2F)sc2c1CCCC2	174	-32%	12%	1%	?	-6%
37	Cn1c(-c2ccccc2)c(C#Cc2ccc(N)cc2)c2ccccc21	-19	-8%	/	/	?	/
38	COc1cccc(CNc2ccc(F)c(Cl)c2)c1O	20	-19%	-15%	6%	-16%	-4%
39	C=CCC[C@H](Cc1ccc(F)cc1)C(=O)OC[C@@H](NC(=O)[C@@H](CC=C)CC(=O)N[C@H](CO)Cc1ccccc1)C(C)(C)C	-3	190%[activator]	/	/	?	/
40	NC(=O)CSc1nc(-c2ccccc2)nc2c1CCCC2	-2	-20%	0%	6%	-16%	0%
41	O=C(Cn1cnc2ccccc2c1=O)NCC(=O)N1CCOCC1	-8	-11%	-3%	3%	-13%	1%
42	Cc1nc2cc(N)ccc2n1-c1ccccc1	29	-29%	2%	-1%	-21%	-5%
43	Cc1nn(CC(=O)N2CCN(c3ccccc3F)CC2)c(=O)c2cccn12	-16	/	-9%	2%	/	/
44	CCn1c(SCC(=O)N2CCN(c3cccc(Cl)c3)CC2)nc2ccccc2c1=O	3	70%[activator]	0%	-4%	?	2%
45	CCC(C)(C)C1CCc2[nH]nc(C(=O)NC(C)C)c2C1 (configuration not stated)	?	2%	-4%	-14%	-5%	/
46	CC1CN(C(=O)c2cccc(C(=O)N3CC(C)OC(C)C3)c2)CC(C)O1 (configuration not stated)	25	-11%	7%	-3%	-23%	3%
47	COc1ccc(N=Cc2ccc(-c3ccccc3)o2)cc1	3	-18%	4%	9%	-9%	-26%
48	CCc1ccc(OCC(=O)NNC(=O)Cc2cccs2)cc1	-11	-40%	-2%	?	35%[activator]	4%
49	S=C(Nc1ccccc1)N1CCN(c2ccc(N3CCOCC3)nn2)CC1	-21	-6%	-18%	-4%	8%	0%
50	COc1cccc(C(=O)Nc2ccc(-c3cn4cccnc4n3)cc2)c1OC	-9	/	1%	3%	/	/
51	CC(C)CC(C(=O)NC1CCCC1)N(Cc1ccc2c(c1)OCO2)C(=O)c1snc(C(N)=O)c1N (configuration not stated)	-15	8%	/	5%	14%	-7%
52	O=C(CCNC(=O)C1CCN(S(=O)(=O)c2ccccc2)CC1)NCc1ccncc1	-26	-8%	10%	4%	1%	/
53	COc1cccc(Cn2c(=O)ccc3ccccc32)c1	-81*	4%	0%	-5%	-1%	6%
54	Cc1cccc(NC(=O)CSc2nnc([C@H](C)NC(=O)OC(C)(C)C)o2)c1C	-27	-1%	0%	-11%	9%	-1%
55	Cc1cc(C)c(NC(=O)c2cccs2)c(C)c1NC(=O)c1cccs1	-28	-27%	18%	4%	-2%	-6%
56	O=C(NC1CC(=O)N(c2ccccc2)C1)C(=O)c1c[nH]c2ccccc12 (configuration not stated)	34	-14%	-1%	-14%	3%	/
57	Cc1c(Br)cc(C(=O)N2CCCC2)c(C)c1C	18	78%[activator]	6%	4%	17%	4%
58	COc1ccc(C(=O)NNC(=O)CSc2nc3c(c(=O)n(C)c(=O)n3C)n2C)cc1	?	-21%	-1%	0%	-7%	0%
59	CCOC(=O)c1[nH]c(C)c(CCC(=O)Nc2ccccc2C(=O)OC)c1C	-1	/	4%	25%	/	/
60	Cc1ccc(S(=O)(=O)NP(=O)(Oc2ccccc2)Oc2ccccc2)cc1	-3	-29%	4%	1%	5%	?
61	CCCCOC(=O)c1cc(Cl)c(O)c(OC)c1	20	-6%	0%	-12%	11%	-1%

Among those listed so far, eight contain a thiophene ring, fused or not.
#	SMILES	HCMV antiviral	AmpC inh no detg	Sm TGR inh	AmpC detergent	HCV inhibitor	Giardia FBPA inh
2	Cc1c(C(=O)O)sc2ncn(C)c(=O)c12	6	-4%	6%	?	11%	10%
6	CCc1c(C)sc2c1CCN(C(=O)Nc1cc(C)ccc1C)C2c1ccc(OC)cc1 (configuration not stated)	-14	/	7%	18%	/	/
11	C/C(=N\NC(=O)c1ccc2c(c1)OCO2)c1ccc(C(=O)O)s1	-25	-23%	5%	0%	6%	-4%
16	CCN(CC)CCN1C(=O)C(O)=C(C(=O)c2cccs2)C1c1ccccn1 (configuration not stated)	83	-7%	?	-4%	/	?
21	N#Cc1c(/N=C/c2cccnc2)sc2c1CCCC2	-14	-28%	-24%	-5%	-5%	-16%
36	NC(=O)c1c(NC(=O)c2ccccc2F)sc2c1CCCC2	174	-32%	12%	1%	?	-6%
48	CCc1ccc(OCC(=O)NNC(=O)Cc2cccs2)cc1	-11	-40%	-2%	?	35%[activator]	4%
55	Cc1cc(C)c(NC(=O)c2cccs2)c(C)c1NC(=O)c1cccs1	-28	-27%	18%	4%	-2%	-6%
